NCI-60 one-dose screen, 48 h, at 10 µM unless noted. Numbers give growth in % (100 = growth as untreated, 0 = no growth, -100 = all killed).
HL-60(TB): HL-60(TB) leukemia cells. 78,000 tested, 9% active; active = growth percent below 10
* = called active by the depositor; & = joins results of further samples.

SMILES	HL-60(TB)
Clc1ccc(CSc2cc(SCc3ccc(Cl)cc3Cl)nc(SCc3ccc(Cl)cc3Cl)n2)c(Cl)c1	58.4
CCOc1nnc2c3ccccc3n(C)c2n1	100.6
N=c1ccc(=Nc2ccc(N)c3c(O)c4ccccc4c(O)c23)c2c(=O)c3ccccc3c(=O)c1=2	122.1
COc1cc(/C=C/C(=O)c2sc(N)nc2C)cc(OC)c1O	105.0
COc1cc2c(cc1OC)C(C)N(S(N)(=O)=O)CC2 (stereo not drawn)	72.2
Cc1ccc(S(=O)(=O)NCCC(CC(C)c2cc3ccccc3o2)OCc2ccccc2)cc1 (stereo not drawn)	94.8
CCOc1ccccc1/C=N\N=C(\N)N/N=C/c1ccccc1OCC	-7.3*
Clc1ccc2c(c1)nc1n2CCCC1	92.5
CSc1nc2ccc(C)cc2cc1/C=C1/C=C(c2ccccc2)OC1=O	97.6
C=CCc1cc(OC)c(O)c(OC)c1	109.1
CC(=O)[C@@]1(O)CC[C@H]2[C@@H]3CC[C@@H]4C[C@H](O)CC[C@]4(C)[C@H]3C(=O)C[C@@]21C	112.2
CC(C)(C)c1ccc(OCCCCCl)cc1	98.6
Clc1cccc(-c2cc(Cn3cc(-c4ccncc4)cn3)on2)c1	98.9
COc1ccccc1N1CCN(C(=O)Nc2ccc(S(N)(=O)=O)cc2)CC1	112.9
COc1cc(/C=C/C(=O)c2ccc3c(c2)OCCO3)c(Cl)c(OC)c1OC	100.9
CCCC(=O)Nc1cc([N+](=O)[O-])c([N+](=O)[O-])cc1OC	87.3
O=c1c2ccccc2nc(COc2ccccc2)n1/N=C/c1ccc(Br)cc1	96.0
S=C(SCc1ccc(-c2ccccc2-c2nn[nH]n2)cc1)n1cncn1	89.8
COC(=O)c1nc(=S)[nH]c(C(=O)OC)c1C(=O)c1ccc(N2CCN(c3ccc(C(=O)c4c(C(=O)OC)nc(=S)[nH]c4C(=O)OC)cc3)CC2)cc1	101.7
NC(=O)SCC(=O)Nc1ccc(-c2ccc(NC(=O)CSC(N)=O)cc2)cc1	80.1
CSc1nc2c(=O)[nH]c(=O)[nH]c2n1-c1ccccc1	74.7
Nc1ccc([N+](=O)[O-])cc1C(=O)C(=O)N1CCOCC1	103.9
O=S(=O)(c1ccc(Br)cc1)n1ccc(-c2ccc(OCCCF)cc2)n1	95.7
CN(c1ncccc1CNc1nc(Nc2ccc3c(c2)CC(=O)N3)ncc1C(F)(F)F)S(C)(=O)=O	-40.0*
Cc1c(-c2csc3nnc(-c4ccccc4)n23)no[n+]1[O-]	98.7
CC1=C(N2CCOCC2)C(N2CCOCC2)=C(C)C(=O)C1=O	97.3
O=C1c2c(c3c4ccccc4[nH]c3c3ccc4ccccc4c23)C(=O)N1CCN1CCOCC1	53.6
CCOC(=O)/C=C(/C)c1ccccc1	103.9
CC(=O)c1c(C)c[nH]c1C	95.5
COc1cc2oc(-c3cccc(NC(=O)[C@@H](N)CCC(N)=O)c3)cc(=O)c2c(OC)c1OC	112.1
N#CCc1cccc2ccccc12	90.6
C=CC/C(=C/CCC)CCC	99.1
CC(=O)[C@H]1CC[C@@]2(O)[C@@H]3CCC4=CC(=O)CC[C@]4(C)[C@H]3CC[C@]12C	103.2
CC(C)OC(=O)Nc1ccc(F)c(F)c1	100.7
NS(=O)(=O)c1ccc(C(=O)NN2C(=O)c3ccccc3C2=O)cc1	103.0
COC(=O)CCC1=C(CC(=O)OC)c2ccccc2CC1	102.1
Cc1c(C(=O)NNC(=O)c2ccccc2)sc2ncc(-c3ccc(Br)cc3)n12	106.3
Cc1nc2sc(C(=O)Nc3cccc(Cl)c3)c(N)c2cc1C(=O)c1ccccc1	96.8
O=C(c1ccc(O)cc1O)c1ccc(O)cc1O	117.1
O=C(Cn1cc(-c2ccccc2)nn1)Nc1nc2ccccc2s1	97.7
O=C(CCCCCCN1CC(=O)N2[C@@H](c3ccc(Br)cc3)c3[nH]c4ccccc4c3C[C@H]2C1=O)NO	16.3
N#Cc1cnn(-c2ccc(-c3ccc(Cl)cc3)nn2)c1N	89.7
O=C(OCC(Cl)(Cl)Cl)OCC(Cl)(Cl)Cl	105.5
COc1ccc(/C(=C\c2cc(OC)c(OC)c(OC)c2)C(=O)N2CCCNCC2)cc1	96.4
COC(=O)CC[C@@H]1O[C@@H](c2ccccc2)[C@@H](I)[C@H]1O	109.4
COc1cccc(OC)c1C(=O)O	63.5
O=C(CSC1CCc2ccccc21)N/N=C/c1ccco1 (stereo not drawn)	121.3
O=[N+]([O-])c1ccc(N=Cc2ccccc2)cc1	80.1
N#Cc1ccc(CN(Nc2ccccc2)c2ccccc2)cc1	80.9
COc1ccc(C(=O)c2sc3nc(-c4cccnc4)cc(-c4ccc(OC)c(OC)c4)c3c2N)cc1	93.9
CN1C(=O)/C(=C/c2nc(-c3ccccc3F)n3ccccc23)c2cc(F)ccc21	99.3
COS(=O)(=O)C1C(=O)C2(C)CCC1C2(C)C (stereo not drawn)	84.2
CN(CC(=O)NNC(=O)c1cncn1-c1ccc(F)cc1)S(=O)(=O)c1ccc(Cl)cc1	110.5
Brc1ccc2[nH]cc(-c3nn4cc(-c5ccncc5)nc4s3)c2c1	74.1
c1ccc(CSc2ncnc3nc[nH]c23)nc1	96.4
CCOC(=O)c1c(NC(C)=O)sc2c1CCC(=O)C2=O	91.7
COc1cc2c(cc1OCc1ccccc1)c(=O)ccn2-c1ccc(NC(=O)C2(C(=O)Nc3ccc(F)cc3)CC2)cc1	89.6
COc1cc2cc(Sc3ccc(NC(=O)c4ccc5c(c4)OCCO5)cc3)c(C)nc2cc1OC	93.6
COc1ccc(-c2cc(-c3cccnc3)nc3sc4c(=O)[nH]cnc4c23)cc1OC	106.5
COc1ccc(-c2nc3sccn3c2-c2ccnc(NCCNS(=O)(=O)c3ccc(C)cc3)n2)cc1	115.8

Other compounds.
SMILES	HL-60(TB)
Cc1ccc(OCC(O)CN2CCN(c3ccc(C)cc3)CC2)cc1 (stereo not drawn)	109.0
CCCOC(=O)Nc1nc2ccc(SCC)cc2s1	76.4
Cc1cc2nc(-c3c(N)ncc(C#N)c3-c3ccc(O)cc3)[nH]c2cc1C	116.5
CN(C)c1nc2ccccc2c2c(=O)c3ccccc3sc12	102.9
CCOc1ccccc1C(=O)N(Cc1ccccc1)Cc1ccccc1	89.6
CCN(CCCNc1cc2c(c(N)c1S(=O)(=O)O)C(=O)c1ccccc1C2=O)c1ccccc1	84.9
Nc1ncc(-c2ccc3ncnc(Nc4cccc(Cl)c4F)c3c2)cn1	90.5
Cn1[nH]cc(/C=N/C(N)=O)c1=O	110.2
O=S(=O)(NO)c1ccccc1	85.2
O=c1c(=O)n(CCO)n(CCO)c(=O)n1CCO	100.2
COc1cc(C(=O)Cl)cc(OC)c1OC	107.4
CC/C(=C/CO)c1ccccc1	97.0
Cc1ccc(/C=N/n2c(CN3CCCC3)nc3ccccc3c2=O)cc1	98.2
C=CCOC(=O)/C=C\C(=O)NC(N)=O	105.4
CCC(C(=O)[C@@H](C)[C@@H](O)[C@H](C)[C@@H]1O[C@@H]([C@@H](CC)C(=O)NCC(F)(F)F)CC[C@@H]1C)[C@H]1O[C@]2(C=CC(=O)[C@]3(CC[C@@](C)([C@H]4CC[C@](O)(CC)[C@H](C)O4)O3)O2)[C@H](C)C[C@@H]1C (stereo partly drawn)	63.7
O=C(O)c1cc(C(=O)O)c(C(=O)O)cc1C(=O)O	107.3
CC(=O)Nc1ccc(-c2ccccc2)cc1	100.1
CC(NC(=O)Oc1cccc2ccccc12)c1ccccc1 (stereo not drawn)	44.8
COc1ccc(-c2nnc(Nc3ccc(F)cc3)o2)cc1OC	103.0
O=C(Nc1nc(-c2ccc(Cl)cc2)cc(-c2ccccc2Cl)n1)c1ccncc1	109.2
CCN1CCN(/C(=N\c2sc(-c3ccccc3)nc2-c2ccccc2)c2ccc(C)cc2)CC1	53.3
COC(=S)SCc1cc(=O)oc2ccc(OC)cc12	64.7
O=C1Nc2c(sc3ccc(Cl)cc23)C(c2cccc([N+](=O)[O-])c2)N1 (stereo not drawn)	98.2
CCOC(=O)c1c2c(n(-c3ccc(C)c(C)c3)c1-c1ccccc1)C=CCC2	79.1
Cc1[nH]nc2c(=S)[nH]c(=O)[nH]c12	89.2
O=C(Cn1nnc2ccccc21)N/N=C/c1cccc(F)c1	99.7
O=[N+]([O-])c1ccc(S)cc1	121.4
N#Cc1c(-c2cccs2)c(C#N)c(=O)n(Cc2nc3ccccc3[nH]2)c1N	107.9
CCCCCCC(=O)/C=C/c1ccc(OC)c(OC)c1	119.2
CCCC1CC(C(C)=O)C(=O)O1 (stereo not drawn)	74.6

Reprinted from the listing for reference:
SMILES	HL-60(TB)
O=C(O)c1cc(C(=O)O)c(C(=O)O)cc1C(=O)O	107.3
CC(=O)Nc1ccc(-c2ccccc2)cc1	100.1
CC(NC(=O)Oc1cccc2ccccc12)c1ccccc1 (stereo not drawn)	44.8
COc1ccc(-c2nnc(Nc3ccc(F)cc3)o2)cc1OC	103.0
O=C(Nc1nc(-c2ccc(Cl)cc2)cc(-c2ccccc2Cl)n1)c1ccncc1	109.2

(further entries)
SMILES	HL-60(TB)
Cc1cc(O)c(C(C)C)cc1NC(=S)Nc1cc(C(C)C)c(O)cc1C	80.4
C=CCOc1ccc2c(c1)CC[C@@H]1[C@@H]2CC[C@]2(C)[C@@H](O)C(=O)C[C@@H]12	88.3
O=C(Nc1ncc(Cc2cc(C(F)(F)F)ccc2Cl)s1)c1cccs1	30.6
CCOC(=O)C(CCC(OCC)OCC)C(C)=O (stereo not drawn)	98.7
Cc1ccc(C(Cc2ccccc2)N2CCCC(C)C2)cc1 (stereo not drawn)	102.7
CCOC(=O)c1ccnc(F)c1	107.4
O=C(Nc1ccc(Cl)c(Cl)c1)c1ccc(Cl)c(Cl)c1	84.6
CO[C@H]1C[C@@H]2CC[C@@H](C)[C@@](O)(O2)C(=O)C(=O)N2CCCC[C@H]2C(=O)O[C@H]([C@H](C)C[C@@H]2CC[C@@H](OCCO)[C@H](OC)C2)CC(=O)[C@H](C)/C=C(\C)[C@@H](O)[C@H](OC)C(=O)[C@H](C)C[C@H](C)\C=C/C=C/C=C/1C	75.7
O=C1CCC(=O)N1C1CCCCC1	92.5
CCc1c(C)cc(-c2ccccc2N)c2[nH]c3ccccc3c12	113.2
CC(CO)c1ccccc1 (stereo not drawn)	98.9
C=C(C)[C@@H](/C=C/[C@@H](C)[C@H]1CC[C@H]2C3=CC[C@H]4C[C@@H](O)CC[C@]4(C)[C@H]3CC[C@]12C)CC	121.6
C#CCCCCCCC[C@@H]1OC(=O)[C@H]([C@@H](C)CC)NC(=O)[C@H]([C@@H](C)CC)NC(=O)CC(=O)[C@@H]1C	102.8
COc1ccc(CNC(=O)CSc2nc3ccccc3c(=O)n2CCc2ccc(S(N)(=O)=O)cc2)cc1OC	101.8
CCN(CC)c1ccc(NC(c2ccccc2)C(O)c2ccccc2)cc1 (stereo not drawn)	103.8

Quoted at random: 3 compounds from above
SMILES	HL-60(TB)
CCc1c(C)cc(-c2ccccc2N)c2[nH]c3ccccc3c12	113.2
Cc1ccc(C(Cc2ccccc2)N2CCCC(C)C2)cc1 (stereo not drawn)	102.7
C=C(C)[C@@H](/C=C/[C@@H](C)[C@H]1CC[C@H]2C3=CC[C@H]4C[C@@H](O)CC[C@]4(C)[C@H]3CC[C@]12C)CC	121.6

More entries.
SMILES	HL-60(TB)
Clc1ncnc2c1cnn2-c1ccccc1	95.1
Oc1ccc2[nH]cc(-c3cnc(-c4c[nH]c5ccc(O)cc45)cn3)c2c1	99.2
COc1cc(/C=C/C(=O)c2ccc(Nc3ncnc4cc(OC)c(OC)cc34)cc2)cc(OC)c1	94.2
O=S(=O)(Nc1cc(F)cc(F)c1)c1ccc(-c2cnc(C3CC3)o2)cc1	9.1*
COc1ccc(CN2CCc3c(Sc4ccccc4Cl)nc(N)nc3C2=O)c(OC)c1	65.0
CCOC(=O)c1[nH]n(-c2ccccc2)c(=O)c1/C=N/C(=S)NNC(C)=O	104.7
NC(=O)C1(Nc2ccc([N+](=O)[O-])cc2)CCCC1	97.8
C=CC(C)C(C)(C)O (stereo not drawn)	97.7
COc1ccc(C2CC(=O)Oc3c(OC)c4c(c(OC)c32)OCO4)cc1 (stereo not drawn)	95.6
COC(=O)C1(CC(=O)c2c(C)[nH]c3ccccc23)NC(=S)NC(=O)C1C#N (stereo not drawn)	109.3
NNc1ccc(-c2ccc(NN)cc2)cc1	96.5
CC[C@@H](C[C@H](CCO)c1ccccc1)c1cc2ccccc2o1	92.5
CCN(CC)c1ccc(-c2cc(-c3cc(OC)c(OC)c(OC)c3)nc(N3CCC(O)CC3)c2C#N)cc1	-14.1*
Cc1c(NC=O)c(=O)n(-c2ccccc2)n1C	99.1
CC(C)(C)CC(C)(C)c1ccc(OCCOc2ccc(C(N)=O)cc2[N+](=O)[O-])cc1	85.1
Cc1nnc(N)s1	105.1&98.1
CS(=O)(=O)c1ccc(-c2nc3ccccn3c2C=Nc2ccc(Br)cc2)cc1	51.2
O=C(N/N=C/c1ccc(F)cc1)c1[nH]c2ccc(I)cc2c1-c1ccccc1	51.2
CCCCSP(=S)(SCCCC)SCCCC	85.2
Cc1[nH]n(C(N)=S)c(=O)c1N=Nc1ccc(O)c(C(=O)O)c1	96.0
O=C(CSc1nc2sc3c(c2c(=O)n1-c1ccc(Cl)cc1)CCCC3)NNC(=O)c1ccc(F)cc1	109.4
COc1ccc(-c2n[nH]c(=O)c3c2sc2ncc(-c4ccc(OC)cc4)n23)cc1	83.6
CCc1cc(O)ccc1Nc1cc(-c2ccc(-n3cccn3)cc2)[nH]n1	58.6

Filtered by structure, the compounds so far with a nitro group on carbon
SMILES	HL-60(TB)
CCCC(=O)Nc1cc([N+](=O)[O-])c([N+](=O)[O-])cc1OC	87.3
Nc1ccc([N+](=O)[O-])cc1C(=O)C(=O)N1CCOCC1	103.9
O=[N+]([O-])c1ccc(N=Cc2ccccc2)cc1	80.1
O=C1Nc2c(sc3ccc(Cl)cc23)C(c2cccc([N+](=O)[O-])c2)N1 (stereo not drawn)	98.2
O=[N+]([O-])c1ccc(S)cc1	121.4
NC(=O)C1(Nc2ccc([N+](=O)[O-])cc2)CCCC1	97.8
CC(C)(C)CC(C)(C)c1ccc(OCCOc2ccc(C(N)=O)cc2[N+](=O)[O-])cc1	85.1

Only part of the results is shown; the hit share may differ from the screen's.
